Bioassay records (PubChem BioAssay)
APEX1 inh: inhibitors of human APE1 endonuclease; P27695; recombinant APE1, TAMRA/BHQ-2 abasic DNA cleavage fluorescence; Potency, µM (titrated, usually from 65.8 µM), without a hit: at the highest dose activity change, negative = inhibition, actives largely listed as inhibitors; 350,000 compounds, 0.35% hits;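 note: potency is the fitted concentration of half-maximal effect; plate controls were vehicle for no effect and reference inhibitor for full effect; nearly all actives have a fitted effect of over 55% in size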
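Compound pre-exposure to 0.75 nM APE1, 15 min at ambient temperature. Reaction initiated with 50 nM TAMRA/BHQ-2 THF substrate, read immediately in kinetic mode, 525 nm excitation, 598 nm emission.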
Apoferritin bind: candidate novel general anesthetic via apoferritin binding. P02791. apoferritin/1-aminoanthracene competitive binding, fluorescence. Potency, µM (top dose mostly 77.5 µM), for the others: at the highest dose activity change, negative = displacement, usual class: inhibitors. 350,000 compounds, 0.074% hits; note: potency is the fitted concentration of half-maximal effect; % is set by controls: 0 for no effect and ±100 for the full control effect; nearly all actives have a fitted effect of over 20% in size
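Read-out: endpoint 1-AMA fluorescence, excitation 380 nm and emission 535 nm, after compounds sit 10 min at room temperature with 10 uM horse-spleen apoferritin in 50% saturated 1-AMA/PBS. Values come from four-parameter Hill fits.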
POLB inh: blocks human DNA polymerase beta activity; P06746; Pol beta primer extension/strand displacement, fluorescence kinetic; Potency, µM (top dose mostly 114 µM), for inactives: top-dose activity change, negative = inhibition, usual class: inhibitors; 340,000 compounds, 1.3% hits; AID 485314; note: potency is the fitted concentration of half-maximal effect; % is set by controls: 0 for no effect and ±100 for the full control effect
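Curves were derived by four-parameter Hill fits of normalized qHTS data. The kinetic fluorescent primer-extension read was taken at 0 and 10 min after 50 nM substrate, following a 15 min room-temperature preincubation of 10 nM enzyme with compounds.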
POLK inh: DNA polymerase kappa (human) inhibition; purified Pol kappa, fluorescent DNA synthesis assay, 10 min; AID 588579; 400,000 compounds, 0.53% hits; Potency, µM (top dose mostly 107 µM), for inactives: top-dose activity, negative = inhibition, hits mostly inhibitors; note: potency is the fitted concentration of half-maximal effect; % is set by controls: 0 for no effect and ±100 for the full control effect
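Enzyme at 10 nM met test compounds for 15 min at room temperature. Substrate addition (50 nM final) began the reaction, which was monitored by fluorescence at 0 and 10 min.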
BLM inh: inhibitors of human Bloom syndrome helicase BLM; P54132; recombinant BLM DNA unwinding, fluorescence dequenching; Potency, µM (titrated, usually from 56.1 µM), inactives show at the highest dose activity change, negative = inhibition, actives largely listed as inhibitors; 350,000 compounds, 0.2% hits; AID 2528;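 note: potency is the fitted concentration of half-maximal effect; plate controls were vehicle for no effect and no enzyme for full effect; nearly all actives have a fitted effect of over 35% in size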
Target sequence (P54132 whole entry, looked up): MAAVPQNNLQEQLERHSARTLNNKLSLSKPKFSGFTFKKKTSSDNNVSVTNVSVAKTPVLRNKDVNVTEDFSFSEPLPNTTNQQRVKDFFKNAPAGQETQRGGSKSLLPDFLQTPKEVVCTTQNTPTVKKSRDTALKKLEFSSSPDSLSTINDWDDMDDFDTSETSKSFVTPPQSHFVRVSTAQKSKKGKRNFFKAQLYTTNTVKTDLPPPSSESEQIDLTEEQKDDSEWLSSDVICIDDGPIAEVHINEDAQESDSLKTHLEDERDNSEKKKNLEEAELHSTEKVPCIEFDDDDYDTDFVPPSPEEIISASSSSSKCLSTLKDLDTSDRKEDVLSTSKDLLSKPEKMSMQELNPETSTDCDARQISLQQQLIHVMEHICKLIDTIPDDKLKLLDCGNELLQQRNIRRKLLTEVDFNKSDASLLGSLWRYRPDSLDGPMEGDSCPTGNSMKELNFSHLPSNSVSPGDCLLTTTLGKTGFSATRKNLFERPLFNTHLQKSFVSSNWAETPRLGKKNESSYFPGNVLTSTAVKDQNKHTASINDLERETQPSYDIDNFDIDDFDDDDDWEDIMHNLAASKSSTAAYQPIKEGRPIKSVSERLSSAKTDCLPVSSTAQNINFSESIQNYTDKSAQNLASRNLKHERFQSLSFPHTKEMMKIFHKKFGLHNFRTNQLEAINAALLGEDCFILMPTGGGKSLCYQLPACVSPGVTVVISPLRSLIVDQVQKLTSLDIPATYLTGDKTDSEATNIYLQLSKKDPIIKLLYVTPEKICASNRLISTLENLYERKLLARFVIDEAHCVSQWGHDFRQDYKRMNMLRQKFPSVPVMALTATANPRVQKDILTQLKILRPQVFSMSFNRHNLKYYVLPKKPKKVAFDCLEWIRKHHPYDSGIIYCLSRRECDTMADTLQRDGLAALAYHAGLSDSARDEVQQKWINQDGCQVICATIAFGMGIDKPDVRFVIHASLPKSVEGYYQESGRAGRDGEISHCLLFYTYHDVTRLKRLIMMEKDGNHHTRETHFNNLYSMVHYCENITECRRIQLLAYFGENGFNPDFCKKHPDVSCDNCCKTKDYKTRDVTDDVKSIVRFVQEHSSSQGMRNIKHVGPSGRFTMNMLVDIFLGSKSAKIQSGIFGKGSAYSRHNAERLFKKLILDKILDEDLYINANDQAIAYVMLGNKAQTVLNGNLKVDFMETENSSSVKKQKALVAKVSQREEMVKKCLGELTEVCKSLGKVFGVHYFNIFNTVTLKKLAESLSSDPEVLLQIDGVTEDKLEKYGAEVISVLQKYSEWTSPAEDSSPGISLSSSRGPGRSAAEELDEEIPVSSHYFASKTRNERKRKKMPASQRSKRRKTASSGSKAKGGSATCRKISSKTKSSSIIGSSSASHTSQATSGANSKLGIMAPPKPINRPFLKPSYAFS
POLI inh: inhibitors of human DNA polymerase iota; Q9UNA4; Pol iota fluorescent replication assay, 10 min; Potency, µM (top dose mostly 115 µM), without a hit: top-dose activity, negative = inhibition, actives largely listed as inhibitors; 390,000 compounds, 1% hits; AID 588590; note: potency is the fitted concentration of half-maximal effect
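Pol iota at 10 nM preincubated 15 min with compounds at room temperature; reaction started with fluorescent substrate, 50 nM final. Fluorescence read kinetically at 0 and 10 min; buffer-only wells as negative control.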
ERG Ets-DNA blk: blocks human ERG Ets domain binding to DNA | 370,000 compounds, 0.028% hits | AID 624246 | fluorescence polarization, His-ERG Ets domain / labelled DNA | P11308 | Potency, µM (doses to about 76.9 µM), for inactives: at the top dose FP activity, negative = inhibition, actives largely listed as inhibitors; active = well fitted inhibition curve with a large enough effect in the polarisation, with a control signal flat; inconclusive = small, poorly fitted or top-dose-only effect, or effect the other way, or a change in a side signal; inactive = no such curve, though single readings can be large or run the other way; the % refers to the polarisation;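 note: polarization taken with two DNA probes labelled with fluorescein and Texas red; potency is the fitted concentration of half-maximal effect; % of control where 0% means no effect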
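His-tagged ERG Ets domain (1 uM in the protein solution; 300mM KCl, 50mM Tris-HCl, 1mM EDTA, 1mM DTT, pH 7.5) received compound, then a probe mix of 5 nM fluorescein-DNA and 100nM Texas-615-DNA. Fluorescence polarization was read for both dyes.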
ALOX12 inh: inhibitors of human 12S-lipoxygenase ALOX12; P18054; purified 12hLO, xylenol orange hydroperoxide absorbance; Potency, µM (top dose mostly 108 µM), inactives show top-dose activity change, negative = inhibition, most hits filed as inhibitors; 580,000 compounds, 1.1% hits; note: potency is the fitted concentration of half-maximal effect; % is set by controls: 0 for no effect and ±100 for the full control effect
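Purified human 12hLO at 150 nM in 25 mM Hepes, 0.01% Triton X-100, pH 7.0, preincubated 15 min at room temperature with compound. Reaction started with 40 uM arachidonic acid, 30 min at room temperature. Hydroperoxide measured by Fe-xylenol orange, 573/405 nm absorbance ratio.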
TRHR ag: agonists of human TRH receptor; 360,000 compounds, 0.18% hits; TRHR cells, calcium flux fluo-8, FDSS agonist mode; activation, % at 2 µM; P34981; in the data active = activation above about 30%; note: 0% is about no effect
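In this calcium-flux screen, cells bearing human TRHR are dye-loaded with fluo-8, baselined for 10 cycles, then exposed to library compounds; positive kinetic calcium responses during the agonist phase mark hits, with TRH as control.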
The depositor's hits bear a star; u = inconclusive; x = no result given; [ ] = another dose, or the depositor's remark. Unless noted, calls come from the whole dose curve; as a rule, active = well fitted curve in the direction sought with a large enough effect; inconclusive = small, poorly fitted or top-dose-only effect, or another doubt; inactive = no such curve, though single readings can be large; an effect the other way counts as inactive or inconclusive. This is a subset, so the mix of outcomes need not match the whole.

SMILES	APEX1 inh	Apoferritin bind	POLB inh	POLK inh	BLM inh	POLI inh	ERG Ets-DNA blk	ALOX12 inh	TRHR ag
CCOc1ccc(NC(=O)C2CCN(C(=O)C3CC(=O)N(c4ccc(C)cc4)C3)CC2)cc1 (stereo not drawn)	47.9%	-4.1%	-24.5%	1.0%	0.9%	30.8%[activator]	1.3%	-1.2%	-1.2
CN(C)c1ccc(Nc2c3c4c(cccc4n(C)c2=O)C(=O)c2ccccc2-3)cc1	-11.5%	-15.1%	18.0%	-8.8%	-8.7%	3.2%	-0.1%	-15.9%	0.7
Fc1ccc(Br)cc1/C=N/n1cnnc1	-5.0%	-10.8%	2.2%	-18.5%	0.9%	7.3%	-7.0%	140.9%[activator]	-0.1
Nc1nc(SCc2ccccc2Cl)ns1	-2.1%	u	1.5%	-9.5%	3.2%	20.8%	4.7%	-3.8%	0.1
NS(=O)(=O)c1cccc(NC(=O)CSc2n[nH]c(-c3cccs3)n2)c1	-6.7%	x	x	3.4%	x	27.1%	-15.8%	112.5%[activator]	0.5
COc1ccc(-c2cc(C(F)(F)F)nc(SCC(=O)NCc3cccs3)n2)cc1OC	-2.7%	1.6%	-2.6%	-12.1%	0.6%	45.7%[activator]	-1.8%	-10.3%	-0.6
COc1ccc(-c2ccc3c(c2)C2CC3CCN2C(=O)C(C)(C)C)cc1 (stereo not drawn)	x	x	x	17.0%	x	20.5%	4.8%	-17.1%	x
Cc1ncc(COCc2ccccc2)c(CO)c1OCc1ccccc1	x	x	x	-5.9%	x	10.4%	9.8%	1.0%	x
COc1ccc(N=C2C(=O)Nc3ccccc32)cc1	15.5%	-12.2%	11.5%	-27.0%	-2.4%	u	7.3%	6.6%	-0.1
NS(=O)(=O)c1ccc(CNS(=O)(=O)c2ccc3ccccc3c2)cc1	9.2%	3.7%	-2.3%	-6.5%	-7.5%	u	10.1%	1.4%	0.7
O=C(NCCN1CCOCC1)C1CCN(S(=O)(=O)N2CCCC2)CC1	7.5%	-2.1%	19.7%	-11.4%	-1.2%	10.0%	3.1%	8.2%	0.6
CCc1cccc(C)c1NC(=O)CCCSc1nc2ccccc2s1	14.8%	-3.7%	u	-13.2%	-0.1%	-3.4%	-3.3%	-12.9%	-0.2
Cc1cc(NC(=O)c2cc(-c3ccccc3)on2)no1	3.5%	-9.3%	-2.2%	0.2%	-14.5%	3.9%	-8.5%	0.0%	-1.0
O=C(CCC(=O)Nc1ccc(F)cc1)N/N=C/c1cccs1	-5.7%	u	-15.6%	4.2%	-2.5%	2.7%	8.1%	x	0.0
COc1cc(CN2CCC(CO)(Cc3cccc(C(F)(F)F)c3)CC2)ccc1F	2.0%	-4.4%	8.2%	4.2%	-5.5%	2.7%	19.4%	-3.1%	-1.0
O=C(NCCCN1CCCC1=O)C1CCC(CNS(=O)(=O)c2ccc(Cl)cc2)CC1 (stereo not drawn)	-13.2%	4.5%	0.6%	-17.8%	1.3%	28.8%	-1.6%	-27.6%	0.0
c1ccc(Cn2nc(-c3ccccc3)nc2-c2ccccc2)cc1	2.2%	0.1%	-9.4%	-10.1%	-4.8%	-5.3%	12.2%	5.5%	0.8
CC(C)N1C/C(=C/c2cccnc2)C(=O)/C(=C/c2cccnc2)C1	5.3%	0.0%	0.6%	-0.9%	1.6%	20.8%	1.1%	-13.6%	0.5
CC(=O)Nc1ccc(S(=O)(=O)NC(C(=O)O)C(C)C)cc1 (stereo not drawn)	x	x	x	-12.2%	x	-5.8%	-3.1%	3.5%	x
CCOC(=O)c1cccc(NC(=O)c2cc(S(=O)(=O)N3CCCC(C)C3)cn2C)c1 (stereo not drawn)	x	4.5%	-2.9%	-11.9%[60.1 µM]	-10.2%	3.3%	-1.9%	-5.9%	-0.2

Continued, overlapping the part above by four compounds.
SMILES	APEX1 inh	Apoferritin bind	POLB inh	POLK inh	BLM inh	POLI inh	ERG Ets-DNA blk	ALOX12 inh	TRHR ag
c1ccc(Cn2nc(-c3ccccc3)nc2-c2ccccc2)cc1	2.2%	0.1%	-9.4%	-10.1%	-4.8%	-5.3%	12.2%	5.5%	0.8
CC(C)N1C/C(=C/c2cccnc2)C(=O)/C(=C/c2cccnc2)C1	5.3%	0.0%	0.6%	-0.9%	1.6%	20.8%	1.1%	-13.6%	0.5
CC(=O)Nc1ccc(S(=O)(=O)NC(C(=O)O)C(C)C)cc1 (stereo not drawn)	x	x	x	-12.2%	x	-5.8%	-3.1%	3.5%	x
CCOC(=O)c1cccc(NC(=O)c2cc(S(=O)(=O)N3CCCC(C)C3)cn2C)c1 (stereo not drawn)	x	4.5%	-2.9%	-11.9%[60.1 µM]	-10.2%	3.3%	-1.9%	-5.9%	-0.2
O=C(CNC(=O)c1cccc(Cl)c1)N/N=C/C=C/c1ccccc1	u	u	3.6%	-19.1%	-4.5%	0.7%	-5.2%	15.4%	-0.4
Cc1ccc(NC(=O)c2cc3ccccc3oc2=N)cc1	56.9%[activator]	23.7%	11.2%	9.3%	-1.3%	u	-1.5%	10.3%	4.7
Cc1ccc(N(CC(O)CON=C2c3ccccc3-c3ccccc32)S(C)(=O)=O)cc1 (stereo not drawn)	9.9%	-15.5%	1.1%	-12.1%	-10.8%	0.6%	x	9.3%	0.6
CCOC(=O)C1=C(C)N(CCCCCC(=O)O)C(=O)NC1c1ccccc1Cl (stereo not drawn)	u	-11.8%	0.3%	2.0%	-3.5%	14.6%	-11.0%	-9.9%	-0.6
Cc1cccc(NC(=O)COc2nsnc2N2CCOCC2)c1	-2.8%	-22.6%	0.6%	4.3%	-0.8%	6.0%	7.1%	0.0%	-0.7
c1csc(CNCc2ccncc2)c1	5.4%	-1.6%	41.9%	18.7%	-3.0%	19.1%	12.5%	u	-1.9
CCCCNC(=S)N/N=C/c1ccc(OCC(=O)Nc2c(C)cc(C)cc2C)c(OC)c1	8.4%	6.6%	-0.9%	5.4%	-1.0%	-16.7%	-8.8%	-15.0%	0.1
COc1cccc(CSc2nccn2C)c1	-5.8%	-14.4%	u	-9.2%	-1.9%	9.8%	1.5%	-4.8%	0.1
O=C1C2C(C(=O)N1/N=C/c1ccc(N3CCCCC3)o1)C1C=CC2C12CC2 (stereo not drawn)	2.9%	-12.0%	-16.2%	-7.3%	-2.4%	22.6%	-0.4%	u	-0.7
CCC(C)NS(=O)(=O)c1ccc(NC(C)=O)cc1 (stereo not drawn)	1.8%	-3.1%	0.9%	-0.2%	-0.2%	-5.2%	-0.1%	-8.6%	0.2
CCCCC(=O)C1CCN(Cc2ccccc2)CC1	3.6%	-8.9%	3.6%	-7.6%	-0.5%	-8.4%	-9.5%	18.1%	0.3
O=C(Nc1ccc2c(c1)CCC2)c1cccc(S(=O)(=O)N2CCN(c3ccccc3)CC2)c1	u	1.8%	22.6%	-23.2%	-8.1%	-1.9%	11.7%	-3.2%	0.4
O=C(O)c1ccccc1-c1cc2ccccc2[nH]1	x	x	x	-1.7%	x	2.0%[58.9 µM]	-4.2%	130.6%[activator]	x
Cn1c(-c2ccccc2)cnc1NCc1ccccc1O	x	-9.2%	-0.9%	-17.1%	1.7%	-12.8%	1.1%	u	-0.3
CCN(CC)c1ccc(S(=O)(=O)N2CCOCC2)cc1NC(=O)CSc1nncn1C	-8.5%	x	x	-5.5%	x	250.5%[activator]	6.8%	0.0%	1.3
CCOc1cc(N2CCOCC2)c(OCC)cc1NC(=O)COc1ccc2ccc(=O)oc2c1	-2.9%	-6.7%	16.6%	x	4.8%	x	x	x	0.1
Cc1ccc(C(=O)CSC2=C(C#N)C(c3ccco3)C3=C(CC(C)(C)CC3=O)N2)cc1 (stereo not drawn)	-0.9%	-9.1%	12.8%	-15.1%	-11.9%	7.2%	6.9%	18.9%	-0.1
COc1ccccc1NC(=O)NCC1CC1(Cl)Cl (stereo not drawn)	-9.5%	-5.3%	49.2%	5.8%	-1.9%	-15.2%	-5.0%	-9.4%	1.2
O=C(COCC(=O)N/N=C/c1ccc(F)cc1)N/N=C/c1ccc(F)cc1	-3.9%	4.1%	11.0%	2.8%	-1.5%	55.1%[activator]	-4.4%	-3.6%	-2.0
CN(C)CCNc1c2c(nc3ccccc13)CCC2	-12.6%	-12.1%	2.1%	-4.0%	39.5%[activator]	u	-12.5%	-1.3%	0.9
O=C(NC1CCCCC1)C(c1ccncc1)N(C(=O)c1csnn1)c1cccc(F)c1 (stereo not drawn)	10.2%	-10.8%	2.8%	0.0%	-1.4%	69.2%[activator]	-4.9%	2.1%	0.1
Cc1onc(-c2c(F)cccc2Cl)c1C(=O)N1CCSCC1	u	1.6%	24.8%	-6.4%	1.2%	15.1%	-12.6%	u	-0.7
Cc1ccccc1NC(=O)CN(C)S(=O)(=O)c1ccc(-c2ccc(=O)[nH]n2)s1	-7.3%	-9.9%	u	6.7%	-4.1%	-10.6%	10.7%	-5.2%	0.4
C=CCn1c(COc2ccc(F)cc2)nnc1SCC(=O)Nc1cccc(S(N)(=O)=O)c1	u	-8.5%	4.4%	-1.6%	-2.3%	53.0%[activator]	-0.1%	-14.1%	-0.2
Cc1cc(NC(=O)COc2cccnc2[N+](=O)[O-])no1	4.5%	-4.9%	-0.6%	0.8%	-3.9%	140.3%[activator]	-5.8%	11.1%	1.0
O=C(Nc1nccs1)c1ccc2c(c1)OCO2	11.8%	0.1%	-0.6%	-3.7%	-8.7%	4.1%	0.8%	4.8%	0.5
S=C(NCc1ccccc1)NCc1cccc(Cl)c1	0.3%	-9.3%	-1.4%	-5.4%	-5.2%	35.4%[activator]	0.8%	u	-0.4
Cn1c(N)c(C(=O)NCc2ccccc2Cl)sc1=S	-4.9%	-14.4%	0.0%	-9.0%	-5.9%	-2.8%	4.4%	0.0%	-1.8
